# High-throughput results deposited in PubChem by several laboratories.
# CSN deneddyl inh: blocks human CSN-mediated cullin deneddylation. Purified CSN, SCF-Nedd8-OG deneddylation, fluorescence polarization. hit rate 0.38% among 360,000. Q92905. inhibition, % at 12.5 µM;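 active means pattern-corrected inhibition above about 35%, with an unprinted fluorescence ratio check between 0.5 and 1.5, limit read from the data, passing the limit was not always enough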;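 further: 0% = enzyme with substrate and 100% = substrate without enzyme; some results filed as inactive read as strong as hits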
# Target sequence (Q92905 whole entry, looked up, one chain of several): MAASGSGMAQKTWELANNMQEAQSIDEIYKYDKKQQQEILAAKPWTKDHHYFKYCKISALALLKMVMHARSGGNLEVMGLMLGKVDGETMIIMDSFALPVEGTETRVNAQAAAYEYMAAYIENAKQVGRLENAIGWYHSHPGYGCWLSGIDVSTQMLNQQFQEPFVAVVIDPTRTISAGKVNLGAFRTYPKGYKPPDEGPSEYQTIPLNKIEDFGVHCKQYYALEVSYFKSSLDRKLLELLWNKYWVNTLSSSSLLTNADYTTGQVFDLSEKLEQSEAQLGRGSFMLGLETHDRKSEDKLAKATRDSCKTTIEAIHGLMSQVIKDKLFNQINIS
#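 Schedule: reaction 90 min, room temperature / Assay system: HEK293T-derived human Csn5 enzyme / Input: Csn5 at 0.24 nM final / Measure: inhibition of Csn5 cleavage, % / Control set: substrate-only high control, full reaction low control / Technique: fluorescence polarization of the substrate / Buffer or medium: Tris/NaCl/DTT buffer, pH 7.5 / Reagent: SCFSkp2-Nedd8OG substrate at 10 nM final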
# DNMT1 block: inhibitors of human DNMT1 | P26358 | DNMT1 molecular beacon, Hinp1I cleavage, fluorescence | inhibition (reported as % activation of signal), % at 10 µM | hit rate 0.83% among 360,000 | AID 588458; in the data active means inhibition above about 50%
# Rpn11 inh: inhibitors of human proteasome Rpn11; calls only at 20 µM; hit rate 0.59% among 360,000; AID 588493; human 26S proteasome, Ub4-pepOG fluorescence polarization; 20S core pre-blocked with epoxomicin; O00487;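 active means inhibition at 20 µM, scaled to each plate's controls, above about 33%, limit read from the data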
# Target sequence (O00487 whole entry, looked up): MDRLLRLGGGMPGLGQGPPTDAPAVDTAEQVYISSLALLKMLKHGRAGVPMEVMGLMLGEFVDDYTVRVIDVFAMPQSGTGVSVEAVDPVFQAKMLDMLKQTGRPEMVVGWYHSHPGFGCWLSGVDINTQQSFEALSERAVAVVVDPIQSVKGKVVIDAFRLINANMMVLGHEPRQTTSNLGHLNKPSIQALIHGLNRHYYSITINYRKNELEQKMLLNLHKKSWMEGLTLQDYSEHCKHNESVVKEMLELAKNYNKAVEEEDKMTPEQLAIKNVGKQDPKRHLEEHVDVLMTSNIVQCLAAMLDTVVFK
# TbMetRS inhib: Trypanosoma brucei MetRS inhibition. purified T. brucei MetRS, ATP depletion, Kinase-Glo luminescence. inhibition, % at 11.9 µM. hit rate 0.4% among 360,000;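 active means inhibition above a per-plate cutoff of the control wells' mean inhibition plus 3 SD, cut at about 5.5% in these data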;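 further: 0% = DMSO wells median and 100% = median of wells with control inhibitor compound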
#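 Assay system: T. brucei methionyl-tRNA synthetase, purified | Medium: HEPES buffer with MgCl2, KCl, DTT, spermine, BSA, pyrophosphatase | Compound: 11.9 µM single point | Incubation: 15 min enzyme-compound preincubation, 2 h reaction, 10 min detection, 25 °C | Measured by: Kinase-Glo luciferase luminescence reporting remaining unconsumed ATP | Measure: % inhibition normalized to control-well medians | Replication: Singlicate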
# SUMO1 PPI mod: SUMO1-SIM interaction modulation; SUMO1 binding to a labelled peptide, TR-FRET, 1 h; P63165; inhibition, % at 20 µM; hit rate 0.33% among 360,000; in the data active means inhibition above about 37%
# Target sequence (P63165 whole entry, looked up): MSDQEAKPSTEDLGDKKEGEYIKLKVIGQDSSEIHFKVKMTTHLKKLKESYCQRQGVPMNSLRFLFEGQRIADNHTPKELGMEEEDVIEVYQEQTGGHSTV
# STEP block: blocks human striatal-enriched tyrosine phosphatase. recombinant STEP, OMFP fluorogenic substrate, fluorescence. hit rate 0.25% among 360,000. inhibition, % at 20 µM. AID 588621;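 active means inhibition at 20 µM, scaled per plate between control wells, above about 37%, limit read from the data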;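 further: 0% = DMSO with enzyme and substrate and 100% = substrate only without enzyme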
#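 System: isolated STEP enzyme; schedule: 20 min enzyme reaction at room temperature, protected from light; medium: Bis-Tris buffer pH 6.0, 2.5 mM DTT, 0.005% Tween 20; signal: fluorescence, 480/540 nm; dosing: single compound dose of 20 µM, 1% DMSO final; also added: OMFP substrate, 25 µM final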
# Scp-1 inhibitor: inhibitors of human Scp-1 phosphatase; hit rate 0.88% among 340,000; Recombinant Scp1, phosphopeptide, malachite green phosphate absorbance; inhibition, % at 20 µM;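 active means inhibition above about 50% at 20 µM, limit read from the data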;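 further: plate controls were DMSO wells with enzyme for no effect and wells lacking enzyme for full effect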
#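 System: truncated SCP-1 phosphatase (76-261aa); medium: Tris acetate buffer pH 5.5 with MgCl2 and Tween-20; incubation: 45 min room-temperature reaction, 5 min colour, 30 min stabiliser; compound: single 20 µM dose, 1% DMSO; reagent: Phosphorylated 17-residue peptide substrate; read-out: % inhibition at 20 µM; technique: colorimetric free-phosphate detection, absorbance 630 nm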
# LMPTP block: LMPTP (human) inhibition; hit rate 0.22% among 360,000; inhibition, % at 20 µM; P24666; recombinant LMPTP-A, OMFP fluorogenic substrate, fluorescence intensity;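 active means compounds that cut the enzyme signal by at least half of the control window in the single-dose screen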;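 further: plate controls were DMSO wells with enzyme plus substrate for no effect and substrate without enzyme for full effect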
# Target sequence (P24666 whole entry, looked up): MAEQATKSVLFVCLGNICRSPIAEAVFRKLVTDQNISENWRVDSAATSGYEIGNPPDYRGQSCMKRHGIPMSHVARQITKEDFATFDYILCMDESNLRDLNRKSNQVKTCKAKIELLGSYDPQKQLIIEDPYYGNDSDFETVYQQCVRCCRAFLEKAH
#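 Test system: LMPTP-A, protein tyrosine phosphatase of low molecular weight; Input: 0.625 nM enzyme; Incubation: 50 min dark incubation at room temperature; Signal: endpoint fluorescence intensity from OMFP dephosphorylation; Read-out basis: % inhibition versus control wells.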
# NadD block: blocks S. aureus nicotinate mononucleotide adenylyltransferase; purified NadD enzyme, colorimetric absorbance read-out; hit rate 0.78% among 360,000; AID 602399; inhibition, % at 20 µM; in the data active means inhibition above about 26%; further: some compounds past the cut are filed as inactive
# MLLE-PAM2 inh: inhibitors of microRNA-mediated deadenylation, human PABP1 MLLE binding; P11940; GST-MLLE / FITC-PAM2 fluorescence polarization; inhibition, % at 20 µM; hit rate 0.36% among 360,000; AID 588489; in the data active means inhibition above about 35%, passing the limit was not always enough;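 further: plate controls were DMSO wells with GST-MLLE for no effect and wells lacking GST-MLLE protein for full effect; some results filed as inactive read as strong as hits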
# Numbers without * were called inactive; i = inactive; / = no result given.
compound,CSN deneddyl inh,DNMT1 block,NadD block,Rpn11 inh,STEP block,MLLE-PAM2 inh,TbMetRS inhib,LMPTP block,Scp-1 inhibitor,SUMO1 PPI mod
CC(=O)C1=C(c2ccccc2)NC(=O)NC1c1ccc(O)c(Cl)c1 (stereo not drawn),0,-2,-6,i,-1,-9,-0.9,-1.2,-2,-4
O=C1CSC(=S)N1N=Cc1c(O)ccc2ccccc12,28,-12,34*,/,5,-50,-0.2,2.2,5,-4
CN(CCOc1ccccc1)CC(O)COc1ccccc1 (stereo not drawn),1,-3,-10,i,-1,25,-0.6,-1.5,2,-1
Cc1cccc(NC(=O)CN2CCCN(S(=O)(=O)c3ccc(Br)s3)CC2)c1,-2,-3,-3,i,-1,-1,-0.1,0.5,3,2
CCC(C)Cn1cnc2c(SCc3ccccn3)nc(N)nc21 (stereo not drawn),-6,6,2,i,3,-1,0.2,-1.6,-10,0
Cc1ccccc1NS(=O)(=O)c1cc(C(=O)NCCC2=CCCCC2)ccc1C,-5,-1,-3,i,-4,1,0.7,0.7,-6,-1
COc1ccc(/C=N/OC/C(O)=C(\C#N)c2nc3ccccc3[nH]2)cc1OC,-3,0,-1,i,1,-6,0.0,1.1,-6,3
C=CCOC(=O)C1=C[C@H](c2cn(C(C)=O)c3ccccc23)[C@@H](CCCO)[C@H](OCC)O1,-5,-7,-7,i,1,6,-0.2,-0.1,-6,-1
CC(C)OC(=O)C1C(=O)CC(C)(O)C(C(=O)OC(C)C)C1c1cccnc1 (stereo not drawn),-1,0,1,i,-5,13,-0.3,-1.6,3,-4
COc1ccc(Cl)cc1NC(=O)COC(=O)c1cc(NS(=O)(=O)c2cccs2)ccc1O,3,-17,33*,i,-3,6,0.1,3.1,15,8
CN1CCN(CCCNC(=S)Nc2ccc(F)c(Cl)c2)CC1,0,2,-1,i,2,20,0.1,-2.9,-7,7
CCCN(Cc1cc2cc(OC)ccc2[nH]c1=O)C(=O)c1ccncc1,1,2,3,i,1,12,0.6,-2.6,-3,1
O=C(Nc1cn(-c2ccccc2)nc1-c1ccccc1)c1ccccc1,-2,-7,-4,i,-7,-1,-0.2,2.6,-5,0
CC(C)c1nnc(NC(=O)C2CCCN2C(=O)Nc2cccc(Cl)c2)s1 (stereo not drawn),0,1,-4,i,1,0,-0.1,-1.0,-1,0
Cc1ccc(-c2cc(C(=O)O)n(-c3ccc(S(N)(=O)=O)cc3)n2)cc1,6,-1,11,i,0,-1,3.0,-1.4,-8,1
CC1CCN(S(=O)(=O)c2ccc(NC(=O)CN3CCCC3)cc2)CC1,-3,-1,-5,i,2,3,-0.5,-1.5,-10,5
Cc1nn2c(NC(C)C)c3c(nc2c1-c1ccccc1)CCC3,4,0,-6,i,0,-11,0.1,2.3,-1,9
Cc1nc2c(-c3ccc(F)cc3)c(C)nn2c(N2CCOCC2)c1C,1,1,-4,i,3,7,-0.4,2.2,1,-2
COCCN(C(=O)COC(=O)C12CC3CC(CC(O)(C3)C1)C2)c1c(N)n(Cc2ccccc2)c(=O)[nH]c1=O,-2,4,-1,i,6,-20,-0.2,-2.5,/,-1
CN(C)CCCN(C(=O)COc1ccccc1)c1nc2ccc(Cl)cc2s1,1,-3,-4,i,0,5,-0.3,-1.7,-6,-7

# The list continues:
compound,CSN deneddyl inh,DNMT1 block,NadD block,Rpn11 inh,STEP block,MLLE-PAM2 inh,TbMetRS inhib,LMPTP block,Scp-1 inhibitor,SUMO1 PPI mod
O=S1(=O)N=C(N(CCO)/N=C/C=C/c2ccccc2)c2ccccc21,-5,0,3,i,-1,-3,0.2,0.7,-5,7
Cc1cc(/C=C2/SC(=S)N(c3cccc(Cl)c3)C2=O)c(C)n1-c1cccnc1,47*,-12,30*,i,2,-103,-0.7,4.3,1,-11
COc1ccc(N2CCN(C3CCCN(Cc4ccc(F)cc4Cl)C3)CC2)cc1 (stereo not drawn),-2,5,-4,i,1,-13,-1.4,-0.6,-8,4
Cc1nn(CC(=O)NC(=O)NC2CCCC(C)C2C)c(=O)c(C#N)c1C (stereo not drawn),3,-6,-2,i,2,-19,-0.2,0.1,-5,-18
COc1ccc([C@H]2CC(=O)C=C(c3ccccc3-c3ccccc3)C2)cc1,5,-7,-9,i,-1,3,-0.5,3.4,-18,-5
CCOC(=O)CNC(=O)N1CCCC(C(=O)c2cccc(Cl)c2)C1 (stereo not drawn),-3,7,-2,i,-1,8,-0.5,0.3,-9,-2
CCc1ccc2nc(N(CCCN(C)C)C(=O)c3ccc(S(=O)(=O)N(C)C4CCCCC4)cc3)sc2c1,6,12,1,i,0,0,-0.5,-2.4,9,-6
Cc1ccccc1C(=O)NNC(=O)/C=C/c1ccccc1,4,3,-2,i,1,-8,-0.7,-2.3,-4,-2
Cc1ccc(C(=O)O)cc1NCc1cccnc1,1,0,5,i,-2,12,-0.2,-1.8,/,7
CC1CN(c2cnn(C(C)C)c(=O)c2Cl)CC(C)O1 (stereo not drawn),0,9,-1,i,0,-6,-1.7,2.0,3,0
Nc1ncnc2c1ncn2C1OCC(O)C1O (stereo not drawn),1,0,-2,i,-3,-1,-0.4,0.3,/,5
CC(C)CCn1nnnc1CN1CCN(c2ccc(F)cc2)CC1,-3,-5,-7,i,2,-3,-1.0,-0.2,-1,-4
O=C(O)c1ccc(CN2C(=O)c3ccc(C(=O)O)cc3C2=O)cc1,3,1,0,i,0,10,0.1,0.0,-4,-6
COc1ccc(C(=O)NNC(=O)CN2CCC(n3nnc4cc(C)ccc43)CC2)cc1,-6,4,1,i,-2,-8,-1.1,0.2,-3,0
CN1OC[C@@H]2CN(Cc3ccc4c(c3)OCO4)[C@H](c3ccc(N4CCCCC4)cc3)C[C@@H]21,3,-18,-4,i,1,-28,-1.3,0.5,/,3
COc1ccccc1CNC(=O)c1cc(-c2cc(F)ccc2OC)n[nH]1,-4,0,4,i,-4,11,-0.2,0.8,/,5
O=C(NC1CCCC1)C1C(c2ccccc2)=Nc2ccccc2N1C(=O)c1ccc(C(F)(F)F)cc1 (stereo not drawn),3,/,/,/,/,/,-0.4,2.1,/,-7
N#CC1=C(N)NC(SCC(=O)c2ccc(Br)cc2)=C(C#N)C12CCCCC2,-12,-8,5,i,-2,13,-0.1,1.0,7,-1
Cc1c(C(=O)N2CCN(c3ccc(F)cc3)CC2)sc2nc3n(c(=O)c12)CCC3,2,1,2,i,-3,-3,-0.4,0.2,-6,1
O=C(N/N=C/c1ccccn1)c1ccco1,7,2,-2,i,3,-3,0.3,-0.6,-4,-3

# An excerpt from above in order of the DNMT1 block value, high to low:
molecule | DNMT1 block
COc1ccc(C(=O)NNC(=O)CN2CCC(n3nnc4cc(C)ccc43)CC2)cc1 | 4
Cc1ccccc1C(=O)NNC(=O)/C=C/c1ccccc1 | 3
Cc1ccc(C(=O)O)cc1NCc1cccnc1 | 0

# Next entries.
compound,CSN deneddyl inh,DNMT1 block,NadD block,Rpn11 inh,STEP block,MLLE-PAM2 inh,TbMetRS inhib,LMPTP block,Scp-1 inhibitor,SUMO1 PPI mod
CCc1ccc(/C=C2\SC(=S)N(CCCC(=O)Nc3cc(C)on3)C2=O)cc1,-4,12,11,i,2,-6,-0.3,-2.1,/,-7
CCCN1CCC(NC(=O)Nc2cccc3ccccc23)CC1,2,-2,0,i,0,-2,0.1,-2.5,2,-10
COc1cccc(N2CCN(C(=O)C3C4C=CC5(CN(Cc6ccccc6Cl)C(=O)C35)O4)CC2)c1 (stereo not drawn),1,2,-4,i,1,-4,-0.7,-0.7,-5,-2
CC(=O)c1cccc(NC(=O)C2C3CCC(C3)C2C(=O)O)c1 (stereo not drawn),-3,3,-6,i,-1,-22,0.2,-1.8,-7,1
COc1cccc(NC(=O)N(CCN(C)C)C(C)c2cccnc2)c1 (stereo not drawn),0,1,-3,i,4,4,-0.7,-2.4,-4,3
Cc1c(C(=O)N2CCN(c3ccccc3)CC2)sc2nc3n(c(=O)c12)CCC3,2,0,-3,i,0,18,-0.5,-0.7,-5,1
Cc1cc(C(=O)N2CCCC(CO)(Cc3ccc(F)cc3F)C2)nn1C (stereo not drawn),-3,-1,-9,i,1,-3,0.2,-18,/,-1
CCOC(=O)C1(Cc2ccccc2C)CCCN(S(C)(=O)=O)C1 (stereo not drawn),5,0,-1,i,3,-14,-0.5,-0.8,-5,-1
O=C(N/C(=C\c1ccc([N+](=O)[O-])cc1)C(=O)N1CCCCC1)c1ccccc1,-3,2,7,i,2,8,-0.5,-0.2,-2,-23
Cc1ccc(NCc2ccc([N+](=O)[O-])s2)cc1,-8,-2,-1,i,-1,-8,-1.3,-0.9,-5,-32
Cc1nc(N2CCCCC2)c2sc(=S)n(C)c2n1,1,-1,2,i,2,-12,0.4,2.7,-8,11
O=C(c1cccnc1NCc1ccccc1)N1CCOCC1,7,0,4,i,-10,-5,-1.1,0.9,-2,0
Cc1nc(=O)c(-c2ccccc2)c(C)n1-c1ccc(Br)cc1,3,1,6,i,-3,-12,-0.1,-1.2,-4,2
O=C(C1CCCN(S(=O)(=O)c2cnc[nH]2)C1)N1CCN(c2ccc(Cl)cc2)CC1 (stereo not drawn),-5,1,2,i,1,4,0.9,-1.4,3,2
COc1cccc(/C(O)=C2/C(=O)C(=O)N(CCCN3CCOCC3)C2c2ccncc2)c1 (stereo not drawn),-1,-1,-6,i,1,0,-1.1,-4.1,-4,-4
CCOc1ccc(N(CC(=O)N2CCCC2)S(=O)(=O)c2c(C)noc2C)cc1,-5,5,1,i,-1,17,-0.3,-0.7,-6,3
O=C(Nc1ccc(Cl)cc1)C1CCN(C(=O)c2ccco2)CC1,-2,-1,1,i,1,13,-0.6,-1.4,-5,6
Cc1nn(Cc2c(Cl)cccc2Cl)c(C)c1NC(=O)c1sc2ccccc2c1Cl,2,24,5,i,-4,-4,-0.5,1.1,-5,-1
